# Platelet DG rel = modulates dense granule release in human platelets | human platelet-rich plasma, SFLLRN dense granule ATP release, luminescence | AID 1663 | inhibition, %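 (compounds screened at 7.5 µM in platelet-rich plasma)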 | 0.22% of 300,000 active;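 active means mean replicate score, as percent of positive control, at or above 50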
# RGS4 block = inhibitors of human RGS4; P49798; B-score at 10 µM; AID 463165; 0.45% of 310,000 active; HEK293 M3R/RGS4 inducible, Fluo-4 calcium flux; active compounds read high; triggered by carbachol at its EC20;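 active means B-score, a plate-corrected calcium signal, over three deviations above library mean, with baseline fluorescence within five deviations of library mean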;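 further: RGS4 expression induced by doxycycline in cells with stable M3 receptor; B-score is computed from the integrated fluorescence ratio over baseline after carbachol; higher B-score means a larger calcium signal and so more RGS4 inhibition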
# HIF activator = HIF pathway transcriptional activation; U2OS HRE-luciferase reporter, luminescence; normalized: DMSO 0%, desferrioxamine 100%; activation, % at 7.5 µM (by protocol); 0.32% of 300,000 active;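 active means mean activation of at least 10% of the iron chelator positive control signal, with at least half of replicates also reaching 10%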
# TRPC6 activator = activators of mouse TRPC6 channel | HEK293-TRPC6 membrane potential dye fluorescence; active compounds read high | B-score at 10 µM | 0.13% of 310,000 active;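 active means B-score of the integrated fluorescence ratio above library mean plus 3 SD, and starting fluorescence ratio within library mean plus 5 SD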;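 further: higher score means more depolarization so channel activation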
# Target sequence (Q61143 whole entry, looked up): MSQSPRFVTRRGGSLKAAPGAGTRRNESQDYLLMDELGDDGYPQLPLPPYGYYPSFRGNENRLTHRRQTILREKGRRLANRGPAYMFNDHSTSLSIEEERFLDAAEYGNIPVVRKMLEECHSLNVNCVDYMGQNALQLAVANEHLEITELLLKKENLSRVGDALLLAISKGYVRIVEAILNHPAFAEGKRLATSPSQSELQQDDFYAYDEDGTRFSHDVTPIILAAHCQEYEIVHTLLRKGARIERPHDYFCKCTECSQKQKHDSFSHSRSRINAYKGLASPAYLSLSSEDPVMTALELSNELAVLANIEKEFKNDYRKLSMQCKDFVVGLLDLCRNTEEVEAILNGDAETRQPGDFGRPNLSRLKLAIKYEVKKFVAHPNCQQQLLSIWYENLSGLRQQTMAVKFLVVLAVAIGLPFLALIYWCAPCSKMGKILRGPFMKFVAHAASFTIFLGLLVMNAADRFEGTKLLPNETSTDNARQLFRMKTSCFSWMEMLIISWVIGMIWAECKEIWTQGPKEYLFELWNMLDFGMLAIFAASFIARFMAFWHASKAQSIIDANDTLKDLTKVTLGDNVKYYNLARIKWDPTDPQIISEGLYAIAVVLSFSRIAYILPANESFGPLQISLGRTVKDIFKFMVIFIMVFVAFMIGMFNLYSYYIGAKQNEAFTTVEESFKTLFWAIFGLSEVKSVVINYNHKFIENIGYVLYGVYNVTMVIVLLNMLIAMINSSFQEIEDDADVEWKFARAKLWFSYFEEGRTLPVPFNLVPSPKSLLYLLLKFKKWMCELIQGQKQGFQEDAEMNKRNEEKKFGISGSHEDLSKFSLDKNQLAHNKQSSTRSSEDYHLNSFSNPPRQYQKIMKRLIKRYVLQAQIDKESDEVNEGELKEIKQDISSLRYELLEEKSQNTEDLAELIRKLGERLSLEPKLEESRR
# MrgX1 antag = blocks BAM8-22 activation of human MrgX1 receptor | 1.3% of 310,000 active | B-score at 10 µM | MRGX1-HEK293 calcium flux, Fluo-4, BAM8-22 antagonism; active compounds read low | Q96LB2;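 active means calcium-response B-score plate-corrected more than 3 library SD below zero, starting fluorescence within 5 deviations, no agonist response on first addition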;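 further: peak minus trough fluorescence over baseline after final BAM8-22 challenge near maximal dose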
# SKKanGAS inh = SKKanGAS growth inhibition | S. pyogenes SKKanGAS, kanamycin growth, BacTiter-Glo, 6 h | inhibition, % at 7.5 µM | 1.3% of 300,000 active;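 active means mean replicate score, as percent of positive control median, at least 50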;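 further: strain carries kanamycin resistance gene driven by streptokinase promoter and grows in 40 µg/ml kanamycin; loss of luminescence reflects streptokinase promoter inhibition or plain growth inhibition; 0% = median of DMSO wells and 100% = positive control at its reference dose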
# MrgX1 allo act = allosterically activates human MrgX1 receptor signaling; Q96LB2; MrgX1-HEK293, Fluo-4 calcium flux, FDSS; active compounds read high; B-score at 10 µM; 0.63% of 310,000 active; AID 588675;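 active means plate-corrected calcium response at least 3 library SD above typical, normal starting fluorescence, not activating the receptor alone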;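 further: compound read alongside a low EC10 to EC30 dose of BAM8-22 agonist; peak minus trough fluorescence over baseline measured at the second addition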
# TRPC4 block = TRPC4 (mouse) channel inhibition; Q9QUQ5; HEK293 TRPC4beta/mu-opioid, DAMGO-evoked Fluo4 calcium flux; active compounds read low; B-score at 10 µM; 0.39% of 300,000 active; AID 2247;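 active means B-score over 3 SD under the library average, no early fluorescence shift, positive overall ratio signal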
#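 Material: HEK293 cells with stable TRPC4beta plus mu-opioid receptor expression / Probe or stimulus: DAMGO in two steps, submaximal then maximal / Compound: single concentration per test compound / Technique: kinetic Fluo4 fluorescence imaging of calcium influx / Read-out: per-well B score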
# TRPC6 inhibitor = mouse TRPC6 channel inhibition; HEK293-TRPC6, membrane potential dye, ACh-evoked depolarization; active compounds read low; B-score at 10 µM; 1.1% of 310,000 active; AID 2553;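 active means B-score under library mean minus 3 SD, initial fluorescence not abnormally high, positive integrated signal ratio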;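 further: B-score derived from integrated fluorescence ratio over the kinetic read; more negative B-score means stronger inhibition of depolarization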
# RGS4 act = RGS4 potentiation or activation; HEK293 M3R/inducible RGS4, carbachol calcium flux Fluo4; active compounds read low; B-score at 10 µM; 0.92% of 310,000 active; AID 463111;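 active means B-score of the integrated calcium signal more than 4 SD below the library mean, with starting fluorescence not abnormally high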;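 further: negative B-score means reduced calcium response which marks RGS4 activation or potentiation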
#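 Test system: HEK293 cells with stable M3R and inducible RGS4; also added: carbachol at ECmax as muscarinic agonist stimulus; schedule: dye loading 30 min 37 °C, buffer rest 30 min RT; technique: kinetic calcium fluorescence imaging with Fluo4-AM dye, 2 µM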
# MrgX1 agonist = agonists of human MrgX1 receptor; 0.44% of 310,000 active; MrgX1-HEK293 cells, Fluo-4 calcium fluorescence, agonist mode; active compounds read high; B-score at 10 µM; AID 588627;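 active means calcium response B-score plate-corrected fluorescence ratio at least 3 library SD, with starting fluorescence B-score inside 5 SD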
#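 Material: MrgX1-expressing HEK293 cells; input: 15,000 cells per well; doses: test compound given as first of three sequential additions; schedule: overnight plating before 1 h dye loading; technique: Fluo-4 NW calcium-flux fluorescence, kinetic read; evaluation: baseline-normalised fluorescence change ratio, B-scored; control set: plate-wise positive and negative controls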
# An asterisk follows results filed as active; i = inactive; . = not tested or not shown.
# Order of values: Platelet DG rel, RGS4 block, HIF activator, TRPC6 activator, MrgX1 antag, SKKanGAS inh, MrgX1 allo act, TRPC4 block, TRPC6 inhibitor, RGS4 act, MrgX1 agonist
CN(C)c1ccc(N=Nc2cccc(F)c2)cc1
 : -41, i, 0.6, i, i, 11, i, i, i, i, i
CC(C)(C)S(=O)(=O)c1nc2ccccc2s1
 : -6, i, -1.5, i, i, -2, i, i, i, i, i
CCCCCc1c(C)c(C#N)c2nc3ccccc3n2c1-n1ccnc1C
 : -14, i, 0.2, i, i, 1, i, i, i, i, i
CCCCCCn1cnc2c(c1=O)c1nc3ccccc3nc1n2Cc1cccs1
 : 9, i, 0.0, i, i, 5, i, i, i, i, i
Nc1nc(SCC(=O)Nc2ccc(C(F)(F)F)cc2)[nH]c(=O)c1NC(=O)c1ccc(F)c(F)c1
 : 25, i, -0.3, i, i, 4, i, i, i, i, i
O=C(NCCCn1ccnc1)c1ccc(S(=O)(=O)Nc2ccccc2)cc1
 : 9, i, 1.2, i, i, -4, i, i, i, i, i
CC1CCN(S(=O)(=O)c2ccc(C(=O)Nc3sccc3C(N)=O)cc2)CC1
 : -2, i, 0.4, i, i, 0, i, i, i, i, i
COc1ccc(C2CC(c3ccccc3C)n3nc(N)nc3N2)cc1 (stereo not drawn)
 : 1, i, 0.0, i, i, -3, i, i, i, i, i
CCOC(=O)C1CCCN(S(=O)(=O)c2c(C)noc2C)C1 (stereo not drawn)
 : -25, i, 0.4, i, i, 0, i, i, i, i, i
COc1ccc(N(C(=O)CNC(=O)c2cccs2)C(C(=O)NCC2CCCO2)c2ccccc2)c(OC)c1 (stereo not drawn)
 : 5, i, 0.4, i, i, -2, i, i, i, i, i
Cc1cccc(NCc2ccc(O)c3ncccc23)c1
 : -9, i, 0.5, i, i, -2, i, i, i, i, i
CC(=O)C1=C(C)N2CCN=C2S1
 : 1, i, 0.1, i, i, -5, i, i, i, i, i
S=c1[nH]nc(-c2ccncc2)n1/N=C/C=C/c1ccccc1
 : 8, i, -0.2, i, i, 10, i, i, i, i, i
COc1cccc2cc(C(=O)NCCN3CCOCC3)oc12
 : -8, i, 0.2, i, i, 3, i, i, i, i, i
Fc1ccc(C(c2nnnn2Cc2cccs2)N2CCN(C3CCCC3)CC2)cc1 (stereo not drawn)
 : 6, i, -11, i, -7.1*, 4, i, i, i, i, i
CCCc1c(C(=O)NNc2ccc(C)cc2)cnn1-c1ccccc1
 : -2, i, -0.2, i, i, 31, i, i, i, i, i
c1cc(CNc2ccc3c(c2)OCCO3)ccn1
 : 7, i, 0.1, i, i, 2, i, i, i, i, i
COCCNC(=O)c1ccc(NC(C)=O)cc1
 : -3, i, -0.2, i, i, 10, i, i, i, i, i
O=C(Nc1ccccn1)c1ccc(S(=O)(=O)c2ccc(Cl)cc2)cc1
 : 13, i, -0.3, i, i, -6, i, i, i, i, i
CCOC(=O)c1cnn(-c2ccccc2)c1NC(=O)CSc1nnc(-c2cccs2)n1CC
 : -2, i, 0.1, i, i, -8, i, i, i, i, i
Cc1ccc2[nH]c(O)c(N=NC(=O)CCc3ccccc3)c2c1Br
 : -6, i, 0.2, i, i, 2, i, i, i, i, i
Cc1ccc(C)c(N(C(=O)c2snc(C(N)=O)c2N)C(C(=O)NCC2CCCO2)c2cccs2)c1 (stereo not drawn)
 : -1, i, -0.4, i, i, 4, i, i, i, i, i
CC1(C)CC(=O)C(=Cc2cn(-c3ccccc3)nc2-c2ccccc2)C(=O)C1
 : 9, i, 0.1, i, i, -4, i, i, i, i, i
Cc1ccc(C)c(NS(=O)(=O)c2ccc(NC(=O)CSc3ccc(Cl)cc3)cc2)c1
 : 3, i, -0.3, i, i, 8, i, i, i, i, i
CCN(CC)c1ccc(/C=N/n2c(C)cc(C)cc2=O)cc1
 : -2, i, 0.1, i, i, -8, i, i, i, i, i
COc1ccc(/C(C)=N\Nc2nc(-c3ccccc3)cc(=O)[nH]2)cc1
 : -5, i, -0.7, i, i, 7, i, i, i, i, i
CC(C)[C@H](NC(=O)c1ccccc1Cl)C(=O)OCc1cc(=O)n2cc(Br)ccc2n1
 : 13, i, -0.7, i, i, -9, i, i, i, i, i
CCn1cc(CN2CCCC(CO)(Cc3ccc(F)cc3)C2)c2ccccc21 (stereo not drawn)
 : -4, i, -1.4, i, i, -5, i, i, i, i, i
Cc1cc(C(=O)CSc2nnc(-c3ccco3)o2)c(C)n1-c1ccc2c(c1)OCCO2
 : 6, i, -0.1, i, i, 16, i, i, i, i, i
CCCC(=O)Nc1ccc(S(=O)(=O)Nc2cc(C)nc(C)n2)cc1
 : 5, i, 0.1, i, i, 4, i, i, i, i, i
O=C(N/N=C/c1cccnc1)c1cc(C2CC2)nc2ccccc12
 : 0, i, 0.0, i, i, 2, i, i, i, i, i
N#Cc1c(N)nc2c(c1-c1cccnc1)CCCCC2
 : -2, i, 0.3, i, i, -3, i, i, i, i, i
CC(C)n1nnnc1SCC(=O)Nc1ccccc1N1CCOCC1
 : 1, i, -0.1, i, i, -1, i, i, i, i, i
CN(C)S(=O)(=O)c1cccc(C(=O)Nc2cccnc2)c1
 : 6, i, 0.3, i, i, 0, i, i, i, i, i
O=c1c2ccccc2sn1-c1ccc(S(=O)(=O)N2CCCCC2)cc1
 : -1, i, -0.1, i, i, -3, i, i, i, i, i
COc1ccc2nc(NC(=O)c3ccccc3O)sc2c1
 : 3, i, -3.6, i, i, 16, i, i, i, i, i
CSc1ccc(CN(C)C(=O)c2cc(=O)[nH]c3ccccc23)cc1
 : 0, i, 0.1, i, i, 1, i, i, i, i, i
Cc1ccc(NC(=O)CCC(=O)OCC(=O)c2ccc(Oc3ccc([N+](=O)[O-])cc3)cc2)cc1C
 : -8, i, -0.1, i, i, -7, i, i, i, i, i
CCOC(=O)/C(=N\Nc1ccccc1Cl)N(C)C1CCS(=O)(=O)C1 (stereo not drawn)
 : -5, i, -0.2, i, i, -5, i, i, i, i, i
c1ccc2oc(NC3=NCN(C4CCCCC4)CN3)nc2c1
 : -46, i, 3.2, i, i, -4, i, i, i, i, i
Clc1ccc(/C=N/Nc2nc(Cl)nc3ccccc23)cc1
 : 2, i, 3.3, i, i, 38, i, i, i, i, i
O=C(CN1N=C(c2ccccc2)CCC1=O)NCc1cccs1
 : 0, i, -0.1, i, i, 0, i, i, i, i, i
CC(=O)C1=C(O)C(=O)N(c2ccc(S(=O)(=O)Nc3nccs3)cc2)C1c1ccc(F)cc1 (stereo not drawn)
 : -3, i, -0.3, i, i, -6, i, i, i, i, i
O=C(c1ccco1)N1CCN(Cc2c(Cl)cccc2Cl)CC1
 : 0, i, 2.4, i, i, 6, i, i, i, i, i
C/C(CC1CC(C)(C)OC1=O)=N\NC(N)=S (stereo not drawn)
 : -4, i, -0.2, i, i, -2, i, i, i, i, i
O=C(N/C(=C\c1ccccc1)C(=O)N1CCOCC1)c1ccccc1Br
 : -1, i, -0.1, i, i, 1, i, i, i, i, i
C=CCNC(=S)NCc1ccccc1OC
 : 4, i, 0.3, i, i, 1, i, i, i, i, i
COc1ccccc1OCCNC(=O)c1cc(F)c(F)cc1Cl
 : 0, i, 0.5, i, i, -3, i, i, i, i, i
Cc1ccc2c(c1)N(CCC(=O)NCC1CCCO1)C(=O)CO2 (stereo not drawn)
 : -1, i, -0.3, i, i, 5, i, i, i, i, i
CC1C(=O)CCN(C(C)(C)C)C1C (stereo not drawn)
 : 2, i, -0.3, i, i, -2, i, i, i, i, i

# Next part:
# Order of values: Platelet DG rel, RGS4 block, HIF activator, TRPC6 activator, MrgX1 antag, SKKanGAS inh, MrgX1 allo act, TRPC4 block, TRPC6 inhibitor, RGS4 act, MrgX1 agonist
CCOC(=O)C1CCN(C(=O)CSc2ccc(Br)cc2)CC1
 : -5, i, -0.5, i, i, -7, i, i, i, i, i
COc1ccc(CSc2nnc(CNS(C)(=O)=O)o2)cc1
 : 5, i, -26, i, i, -7, i, i, i, i, i
Cc1ccc(Cl)c(NC(=O)COC(=O)CNS(=O)(=O)/C=C/c2ccccc2)c1Cl
 : 0, i, -0.4, i, i, 18, i, i, i, i, i
COC(=O)[C@@]12CCCCN1[C@H](c1ccc(-c3ccc(F)cc3)cc1)[C@@H]1C(=O)N(C)C(=O)[C@@H]12
 : 1, i, -0.4, i, i, 9, i, i, i, i, i
Cn1nc(C(F)(F)F)c(-c2ccc(Br)cc2)c1NC(=O)C1CCC1C(=O)O (stereo not drawn)
 : 2, i, -0.3, i, i, -2, i, i, i, i, i
C=CCc1cccc2cc(C(=O)NCc3cccnc3)c(=O)oc12
 : -1, i, ., i, i, 0, i, i, i, i, i
COc1ccccc1C(OC(=O)c1ccco1)C(=O)NCc1ccc(F)cc1 (stereo not drawn)
 : 10, i, -0.1, i, i, 0, i, i, i, i, i
CCC(CNc1cc(OC)cc2cccnc12)NC1CCCCC1 (stereo not drawn)
 : 1, i, -11, i, i, 7, i, i, i, i, i
C/C(=N/NC(=O)c1cc(C2CC2)[nH]n1)c1cccs1
 : 21, i, -4.7, i, i, 15, i, i, i, i, i
Cc1cc(C(=O)Nc2ccc(Nc3ccccc3)cc2)ccc1[N+](=O)[O-]
 : -10, i, 0.3, i, i, 1, i, i, i, i, i
Cn1cc(CNC(=O)C2CCC(=O)N(Cc3ccccc3F)C2)cn1 (stereo not drawn)
 : -32, i, -0.7, i, -4.7*, -19, i, i, i, i, i
O=C(O)CCC(=O)N1CCN(c2ncccn2)CC1
 : -3, i, -0.4, i, i, 3, i, i, i, i, i
COCCNS(=O)(=O)c1cc(-c2nn(C)c(=O)c3ccccc23)ccc1C
 : 1, i, 2.1, i, i, -3, i, i, i, i, i
O=C(CCNS(=O)(=O)/C=C/c1ccccc1)NCCc1c[nH]c2ccccc12
 : -1, i, -0.4, i, i, 3, i, i, i, i, i
CCOC(=O)N1CCN(C(=O)COc2ccc3ccccc3c2Br)CC1
 : -5, i, 0.1, i, i, 4, i, i, -6.6*, i, i
CC(O)Cc1nsc(NC(=O)c2ccc(Br)o2)n1 (stereo not drawn)
 : 1, i, -0.6, i, i, -3, i, i, i, i, i
Cn1c(C(=O)O)c(CC(=O)NCC2COc3ccccc3O2)c2ccccc21 (stereo not drawn)
 : 1, i, -14, i, i, 13, i, i, i, i, i
